Source: PubChem BioAssay (National Center for Advancing Translational Sciences (NCATS))
BRCA1 expr up: increases BRCA1 expression; MCF7-BRCA1-FFLuc reporter, luminescence, 48 h; response scale: scaled: vehicle 0%, 10 µM genistein 100%; Potency, µM (doses to about 46.1 µM), without a hit: at the top dose activation, actives largely listed as activators; hit rate 1.1% among 380,000; AID 624202; further: nearly all actives have a fitted effect of over 80% in size; some results filed as inactive show a strong effect at the top dose
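MCF7 cells carrying a BRCA1-firefly luciferase reporter (2000 cells/well, phenol-red free MEM) were attached for 2 h at 37 °C, then given compounds for 48 h. Luminescence was read 15 min after luciferase reagent; activity normalized to genistein (10 microM) and DMSO.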
uPA surface inh: cell surface uPA generation inhibition; cell surface uPA generation assay, qHTS; Potency, µM (highest dose often 38.3 µM), without a hit: at the top dose activity change, negative = inhibition, actives largely listed as inhibitors; hit rate 0.31% among 330,000; active means well fitted inhibition curve with a large enough effect; inconclusive means small, poorly fitted or top-dose-only effect; inactive means no such curve, though single readings can be large or run the other way; tested in mouse RAW 264.7 cells; further: on the % scale 0 is the no-effect control and ±100 the full control effect; nearly all actives have a fitted effect of over 55% in size
p53 reactivator: restores transcriptional activity of mutant p53; Potency, µM (highest dose often 92.2 µM), for inactives: top-dose activity change, positive = activation, usual class: activators; H1299 p53-A138V BP100-luciferase reporter, luminescence, 24 h; hit rate 0.063% among 320,000; further: % of control where 0% means no effect; nearly all actives have a fitted effect of over 45% in size
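p53-null H1299 cells stably carrying temperature-sensitive p53-A138V and a BP100-luciferase reporter were pinned with compounds (4-point, 1:5 series) and held 24 hrs at 37 deg C. Luminescence was read 10 min after detection reagent.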
MBNL1-CUG inh: blocks human MBNL1 binding to CUG repeat RNA; Q9NR56; TR-FRET MBNL1-His/biotin-(CUG)12 binding, 665/545 ratio; Potency, µM (series often up to 57.5 µM), for the others: top-dose activity change, negative = inhibition, usual class: inhibitors; hit rate 0.036% among 280,000; AID 2675; active means well fitted inhibition curve with a large enough effect in the signal ratio, with a control signal flat, not every such curve was filed as active; inconclusive means small, poorly fitted or top-dose-only effect, or effect the other way, or a change in a side signal; inactive means no such curve, though single readings can be large or run the other way; the % refers to the signal ratio; further: on the % scale 0 is the no-effect control and ±100 the full control effect
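MBNL1-His + Biotin-(CUG)12, cpd titration 92 nM–58 uM; Tb anti-His Ab 0.055 ng/ul, SA-XL665 5 nM (final); 60 min RT; ratiometric 665/545 nm, Ex 340 nm; normalized to buffer and full-complex controls.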
ELG1 genotox: induces genotoxicity in HEK293T cells with luciferase-tagged ELG1; Potency, µM (series often up to 46 µM), for the others: at the highest dose activity change, positive = activation, hits mostly activators; HEK293T ELG1-luciferase reporter, luminescence, 16 h; AID 504466; hit rate 1.3% among 330,000; further: % of control where 0% means no effect; nearly all actives have a fitted effect of over 60% in size
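Step 1: seed 2,000 HEK293T ELG1-luciferase cells per well. Step 2: add compound or DMSO, incubate 16 hr at 37 °C. Step 3: ONE-Glo, 30 min at room temperature, read luminescence.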
VP16 counter: Gal4-VP16 reporter inhibition counter-screen; Drosophila S2 Gal4-VP16 UAS-luciferase, luminescence, 20 h; Potency, µM (doses to about 53.6 µM), for the others: top-dose activity, negative = inhibition, actives largely listed as inhibitors; hit rate 3.5% among 310,000; AID 2546;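 further: Gal4-VP16 expression switched on by copper sulfate through the metallothionein promoter; on the % scale 0 is the no-effect control and ±100 the full control effect; nearly all actives have a fitted effect of over 50% in size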
NPC1 promoter act: activators of NPC1 promoter; hit rate 2.4% among 320,000; Huh7 NPC1 promoter luciferase reporter, 24 h; AID 485313; Potency, µM (top dose mostly 9.22 µM), for the others: top-dose activation, usual class: activators;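 further: % of control where 0% means no effect; nearly all actives have a fitted effect of over 60% in size; reporter is driven by a mutant NPC1 promoter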
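Huh7 reporter cells (NPC1 promoter driving luciferase) are dosed with compound for 24 h at 37 °C, 5% CO2; luciferase detection reagent is then added and luminescence measured after 10 min at ambient temperature.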
CXXC DNA block: MLL CXXC-DNA interaction inhibition | MLL-CXXC / FITC-HOXA9 DNA fluorescence polarization | hit rate 0.037% among 290,000 | Potency, µM (top dose mostly 115 µM), for the others: at the top dose activity change, negative = inhibition, actives largely listed as inhibitors | Q03164; active means well fitted inhibition curve with a large enough effect in the polarisation, with a control signal flat, not every such curve was filed as active; inconclusive means small, poorly fitted or top-dose-only effect, or effect the other way, or a change in a side signal; inactive means no such curve, though single readings can be large or run the other way; the % refers to the polarisation
Target sequence (Q03164 whole entry, looked up): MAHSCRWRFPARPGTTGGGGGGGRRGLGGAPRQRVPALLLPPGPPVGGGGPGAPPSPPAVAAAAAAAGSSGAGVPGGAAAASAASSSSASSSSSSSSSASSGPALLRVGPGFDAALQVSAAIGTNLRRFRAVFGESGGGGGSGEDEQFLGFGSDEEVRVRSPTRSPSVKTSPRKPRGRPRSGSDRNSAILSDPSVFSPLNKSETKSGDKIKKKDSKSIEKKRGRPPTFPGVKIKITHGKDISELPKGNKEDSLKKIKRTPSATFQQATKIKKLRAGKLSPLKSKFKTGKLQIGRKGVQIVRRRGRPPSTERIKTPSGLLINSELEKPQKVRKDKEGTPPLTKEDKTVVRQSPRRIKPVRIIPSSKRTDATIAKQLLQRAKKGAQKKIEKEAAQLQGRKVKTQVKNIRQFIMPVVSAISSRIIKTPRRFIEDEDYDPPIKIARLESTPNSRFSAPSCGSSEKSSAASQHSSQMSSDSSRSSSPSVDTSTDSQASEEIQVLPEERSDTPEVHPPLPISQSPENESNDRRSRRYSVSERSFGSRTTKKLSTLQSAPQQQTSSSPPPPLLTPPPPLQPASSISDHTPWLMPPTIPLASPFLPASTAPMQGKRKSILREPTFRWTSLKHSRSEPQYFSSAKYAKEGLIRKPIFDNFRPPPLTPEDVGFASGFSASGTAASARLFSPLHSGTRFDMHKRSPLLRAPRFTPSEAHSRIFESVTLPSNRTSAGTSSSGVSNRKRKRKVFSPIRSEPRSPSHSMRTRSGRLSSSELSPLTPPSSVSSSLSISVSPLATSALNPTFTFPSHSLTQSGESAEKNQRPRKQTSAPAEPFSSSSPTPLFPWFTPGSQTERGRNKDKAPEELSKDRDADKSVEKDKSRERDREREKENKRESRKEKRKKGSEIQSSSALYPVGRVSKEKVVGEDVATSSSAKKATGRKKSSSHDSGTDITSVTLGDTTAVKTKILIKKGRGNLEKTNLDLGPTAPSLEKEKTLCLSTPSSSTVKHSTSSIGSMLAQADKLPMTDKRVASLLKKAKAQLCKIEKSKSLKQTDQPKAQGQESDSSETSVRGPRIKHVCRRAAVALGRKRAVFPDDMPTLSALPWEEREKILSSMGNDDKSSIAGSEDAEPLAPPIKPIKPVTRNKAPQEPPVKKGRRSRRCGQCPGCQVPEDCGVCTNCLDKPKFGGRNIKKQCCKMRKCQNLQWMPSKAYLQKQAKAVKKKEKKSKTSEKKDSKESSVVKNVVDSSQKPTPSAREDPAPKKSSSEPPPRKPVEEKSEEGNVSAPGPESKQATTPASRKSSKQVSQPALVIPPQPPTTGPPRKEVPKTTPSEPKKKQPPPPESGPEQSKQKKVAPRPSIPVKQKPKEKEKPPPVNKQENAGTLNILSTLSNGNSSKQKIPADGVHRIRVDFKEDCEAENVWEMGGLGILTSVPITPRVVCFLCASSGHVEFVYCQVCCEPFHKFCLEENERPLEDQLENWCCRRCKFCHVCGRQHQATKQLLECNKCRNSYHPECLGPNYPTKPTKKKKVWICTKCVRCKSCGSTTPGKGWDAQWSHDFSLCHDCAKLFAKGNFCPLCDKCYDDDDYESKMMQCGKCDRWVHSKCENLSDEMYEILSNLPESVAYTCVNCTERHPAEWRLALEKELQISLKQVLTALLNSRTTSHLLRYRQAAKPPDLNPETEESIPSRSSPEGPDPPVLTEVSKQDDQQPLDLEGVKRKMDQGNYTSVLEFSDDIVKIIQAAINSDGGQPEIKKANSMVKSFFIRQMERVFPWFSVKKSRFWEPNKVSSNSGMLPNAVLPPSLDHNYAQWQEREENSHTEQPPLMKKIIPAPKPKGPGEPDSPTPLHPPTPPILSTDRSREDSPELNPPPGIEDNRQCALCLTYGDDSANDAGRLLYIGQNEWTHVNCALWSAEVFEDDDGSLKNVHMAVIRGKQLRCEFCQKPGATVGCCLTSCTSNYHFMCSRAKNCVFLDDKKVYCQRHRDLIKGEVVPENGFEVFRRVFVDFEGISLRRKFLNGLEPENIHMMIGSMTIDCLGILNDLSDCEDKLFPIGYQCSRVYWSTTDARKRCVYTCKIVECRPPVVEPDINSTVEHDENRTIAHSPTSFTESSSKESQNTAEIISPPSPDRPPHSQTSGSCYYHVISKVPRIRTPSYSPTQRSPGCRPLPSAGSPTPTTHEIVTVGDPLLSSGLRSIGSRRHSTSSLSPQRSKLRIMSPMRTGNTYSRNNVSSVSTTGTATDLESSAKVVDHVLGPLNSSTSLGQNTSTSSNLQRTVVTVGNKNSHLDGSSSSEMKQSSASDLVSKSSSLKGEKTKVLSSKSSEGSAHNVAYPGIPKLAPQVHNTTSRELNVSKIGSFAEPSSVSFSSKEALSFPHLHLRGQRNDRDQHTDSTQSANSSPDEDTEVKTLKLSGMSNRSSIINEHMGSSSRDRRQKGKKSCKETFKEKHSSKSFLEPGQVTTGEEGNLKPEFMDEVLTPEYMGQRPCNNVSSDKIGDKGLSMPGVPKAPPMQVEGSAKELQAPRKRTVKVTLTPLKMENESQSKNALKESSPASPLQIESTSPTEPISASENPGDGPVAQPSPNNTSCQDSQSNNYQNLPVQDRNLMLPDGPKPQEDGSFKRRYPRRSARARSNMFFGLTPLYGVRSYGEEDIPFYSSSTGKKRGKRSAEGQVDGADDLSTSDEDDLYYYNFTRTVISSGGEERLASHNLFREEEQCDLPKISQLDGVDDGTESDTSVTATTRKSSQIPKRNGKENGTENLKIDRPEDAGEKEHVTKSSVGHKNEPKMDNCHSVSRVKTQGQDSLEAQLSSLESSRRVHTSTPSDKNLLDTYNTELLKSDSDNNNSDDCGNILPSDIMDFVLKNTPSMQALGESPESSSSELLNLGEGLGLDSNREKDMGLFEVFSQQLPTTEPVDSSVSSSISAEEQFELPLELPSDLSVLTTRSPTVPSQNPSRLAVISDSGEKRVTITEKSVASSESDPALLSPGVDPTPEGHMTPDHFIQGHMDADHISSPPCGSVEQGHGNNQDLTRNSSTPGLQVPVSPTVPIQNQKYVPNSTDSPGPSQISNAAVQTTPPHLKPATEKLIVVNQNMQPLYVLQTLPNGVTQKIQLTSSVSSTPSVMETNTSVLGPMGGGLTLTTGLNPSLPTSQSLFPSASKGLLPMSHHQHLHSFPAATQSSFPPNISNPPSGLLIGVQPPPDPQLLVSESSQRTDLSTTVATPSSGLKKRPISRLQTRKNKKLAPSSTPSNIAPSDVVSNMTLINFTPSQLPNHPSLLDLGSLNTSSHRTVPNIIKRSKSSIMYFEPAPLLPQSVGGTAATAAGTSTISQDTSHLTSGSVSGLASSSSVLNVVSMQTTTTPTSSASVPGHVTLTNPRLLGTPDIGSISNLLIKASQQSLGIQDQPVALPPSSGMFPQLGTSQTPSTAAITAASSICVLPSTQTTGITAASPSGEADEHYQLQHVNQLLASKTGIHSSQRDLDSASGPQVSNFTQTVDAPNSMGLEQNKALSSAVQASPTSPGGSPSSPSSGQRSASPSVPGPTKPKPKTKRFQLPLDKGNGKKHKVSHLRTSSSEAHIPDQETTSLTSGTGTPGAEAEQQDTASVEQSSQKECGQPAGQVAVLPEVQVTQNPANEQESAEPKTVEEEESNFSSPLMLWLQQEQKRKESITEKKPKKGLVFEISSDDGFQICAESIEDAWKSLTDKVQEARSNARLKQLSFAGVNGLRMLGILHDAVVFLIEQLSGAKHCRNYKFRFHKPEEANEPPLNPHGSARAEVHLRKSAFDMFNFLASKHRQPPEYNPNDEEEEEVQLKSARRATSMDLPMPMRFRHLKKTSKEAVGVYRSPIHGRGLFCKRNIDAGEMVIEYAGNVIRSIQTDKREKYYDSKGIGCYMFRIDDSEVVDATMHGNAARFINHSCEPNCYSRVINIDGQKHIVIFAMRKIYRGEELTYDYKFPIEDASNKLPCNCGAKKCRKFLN
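Steps: dispense CXXC domain solution (7 uM) → pin compounds or unlabeled HOX-A9 DNA control → 5 min ambient → add FLSN-HOX-A9 solution (50 nM) → spin → 30 min ambient → fluorescence polarization. Tris pH 7.5/NaCl/DTT/BSA buffer.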
FLuc modulator: counter-screen for miR-21 project: firefly luciferase inhibitors or activators; hit rate 6.9% among 360,000; Potency, µM (doses to about 57.5 µM), for inactives: top-dose activity change, negative = inhibition, actives largely listed as inhibitors; purified FLuc, Km substrates, luminescence inhibition;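 further: plate controls were vehicle for no effect and reference inhibitor for full effect; nearly all actives have a fitted effect of over 55% in size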
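Purified P. pyralis luciferase (10nM final) with 10uM D-luciferin and 10uM ATP (Km levels) in 50mM Tris acetate pH 7.5, 10mM Mg acetate, 0.01% Tween-20, 0.05% BSA; qHTS 6-point titration, ~60 µM downward; luminescence read.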
RORg inh: inhibitors of mouse ROR gamma transcriptional activity; P51450; Drosophila S2 Gal4-RORgamma UAS-luciferase reporter, 20 h; Potency, µM (highest dose often 53.6 µM), for inactives: at the top dose activity change, negative = inhibition, hits mostly inhibitors; hit rate 5.4% among 310,000; further: on the % scale 0 is the no-effect control and ±100 the full control effect; nearly all actives have a fitted effect of over 60% in size
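Read-out: Photinus luciferase luminescence; inhibitors lower reporter signal. Insect Schneider cells with Gal4-ROR gamma fusion under metallothionein promoter, UAS reporter; 700 uM final copper sulfate induction, 20 hr, ambient temperature.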
Rab9 promoter act: activates the Rab9 promoter. hit rate 2.8% among 320,000. Huh7 Rab9 promoter-luciferase reporter, luminescence, 24 h. Potency, µM (top dose mostly 9.22 µM), for the others: at the highest dose activation, negative = inhibition, usual class: activators; further: % of control where 0% means no effect; nearly all actives have a fitted effect of over 60% in size
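Steps: seed 1500 Huh7 Rab9-luc cells per well, rest 2 h at 37 °C; add compound in DMSO; incubate 24 h; add luciferase reagent, 10 min ambient; read luminescence.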
* = called active by the depositor; ? = inconclusive; . = no result given; [ ] = remark or other dose. Unless noted, the call rests on the fitted dose curve; in most records, active means well fitted curve in the direction sought with a large enough effect; inconclusive means small, poorly fitted or top-dose-only effect, or another doubt; inactive means no such curve, though single readings can be large; an effect the other way counts as inactive or inconclusive. Potency means the concentration at half of the fitted maximal effect. Not all compounds are listed (hit frequency here may not be typical).

SMILES	BRCA1 expr up	uPA surface inh	p53 reactivator	MBNL1-CUG inh	ELG1 genotox	VP16 counter	NPC1 promoter act	CXXC DNA block	FLuc modulator	RORg inh	Rab9 promoter act
O=C(Nc1ccccc1)N(Cc1ccc2c(c1)OCO2)Cc1nc2ccccc2c(=O)[nH]1	-21%	9%	1%	-1%	4%	?	2%	5%	-12%	?	-2%
O=[N+]([O-])c1ncn(C23CC4CC(CC(C4)C2)C3)n1	-17%	-3%	24%	?	0%	18%	-3%	-3%	6%	25%	-9%
O=C(NCc1ccncc1)Nc1cccc(Cl)c1	21%	-3%	-5%	-27%	5%	-1%	8%	4%	-15%	-9%	11%
Cc1ccccc1-n1c(-c2ccc3ccccc3n2)n[nH]c1=S	-30%	11%	9%	.	-4%	5µM*	-5%	-2%	-3%	0.32µM*	0%
COc1cccc(C(=O)NCCS(=O)(=O)NCCCc2ccccc2)c1	-25%	-2%	-5%	.	-1%	.	0%	.	6%	.	-2%
O=C(COc1coc(CN2CCN(c3ccccc3)CC2)cc1=O)NC1CCCC1	-15%	-2%	-3%	.	-3%	.	-2%	.	2%	.	1%
O=C(NCc1cccnc1)c1ccccc1NS(=O)(=O)c1ccc(F)cc1F	0%	5%	1%	-14%	-9%	-9%	0%	6%	0%	42%	-10%
O=C(O)c1cccc(CSc2nc(-c3ccc(Cl)cc3)cc(C(F)(F)F)n2)c1	-15%	.	-10%	1%	-4%	-11%	1%	-10%	3%	10%	-4%
O=C(NCCCN1CCCC1=O)c1sc2ccccc2c1Cl	92%	-9%	2%	25%	?	20%	20%	10%	?	0%	?
O=C(CN1CCOCC1)Nc1c2c(nc3ccccc13)N(Cc1ccccc1)CC2	-27%	-2%	-6%	?	-6%	2%[0.365 µM]	-2%	1%	-19%	19%	-2%
Cc1cccn2c(=O)c3cc(C(=O)NCCN4CCOCC4)c(=N)n(Cc4ccc(F)cc4)c3nc12	-61%	4%	-8%	?	7%	-20%	-11%	13%	-1%	?	-15%
CCOC(=O)Cn1c(=O)n(Cc2ccco2)c(=O)c2ccc(C(=O)NC3CCCC3)cc21	2%	4%	0%	-14%	-2%	13%	-1%	-14%	1%	-29%	6%
NC(=O)C1CCCN(CC(=O)Nc2ccccc2C(=O)NC2CC2)C1 (stereo not given)	3%	0%	9%	.	0%	.	0%	.	4%	.	-1%
Cc1nc(C(=O)NCC(=O)c2ccccc2)c(C(F)(F)F)o1	-2%	2%	0%	2%	-4%	1%	-3%	2%	-2%	1%	6%
O=C(COc1ccccc1)NCCSCc1ccc(Cl)cc1	5%	5%	2%	-10%	1%	1%	-2%	8%	2%	4%	-2%
CC(C)OC(=O)CSc1nc2cc3c(cc2cc1C#N)OCO3	4.5µM*	1%	?	42%[activator]	?	-11%	4µM*	2%	0%	-22%	?
CCCCOC(=O)CSC1=C(C#N)C(c2ccccc2OC)C(C#N)C(=O)N1 (stereo not given)	-8%	7%	-1%	-3%	2%	-4%	1%	-10%	5%	0%	-3%
O=c1[nH]ncc2c3ccccc3n(Cc3ccccc3F)c12	-10%	-1%	3%	-21%	3%	-2%	-1%	1%	6%	-9%	-2%
CCO[C@H]1OC(C(=O)NCc2ccccc2)=C[C@@H](c2ccc3c(c2)OCO3)[C@@H]1CCCO	-30%	-4%	1%	-3%	-5%	-3%	1%	-26%	2%	12%	-6%
O=C(CNC(=O)c1sc2ccccc2c1Cl)NCc1ccccc1	-35%	-5%	-7%	118%[activator]	0%	3%	-5%	2%	2%	-8%	0%
N#C/C(=C\c1ccccc1)C(=O)Nc1ccccn1	-15%	-4%	2%	4%	0%	-4%	0%	-20%	15µM*	-28%	5%
Cc1[nH]nc(Nc2ccc(Br)cc2)c1[N+](=O)[O-]	?	?	20%	11%	?	-4%	2.8µM*	-2%	9.5µM*	23%	3.2µM*
CC(OC(=O)C1=Cc2ccccc2OC1)C(=O)NC(C)(C)C (stereo not given)	4%	5%	-1%	5%	-4%	-1%	-10%	-2%	0%	-14%	-16%
COc1ccc(CCn2c(N)c(C#N)c3nc4ccccc4nc32)cc1OC	-24%	6%	-9%	?	-11%	12%	0%	32%[activator]	0%	41%	3%
CC1CCCCC1NC(=O)c1ccc(CSc2nc3ccncc3[nH]2)cc1 (stereo not given)	-17%	11%	20%	-7%	0%	-1%	-2%	6%	1%	?	-3%
CCCCN(C(=O)CCC(=O)Nc1cc(C)on1)C(C(=O)NC(C)(C)C)c1ccccc1Cl (stereo not given)	-13%	-1%	-1%	-1%	0%	-7%	-4%	10%	0%	3%	2%
N#CCSc1nc2ccc(N3CCOCC3)cc2c(=O)n1CCc1ccccc1	-51%	2%	-2%	2%	-8%	17%	-3%	-3%	-1%	-32%	2%
O=C(C1=C(O)C(=O)N(c2nccs2)C1c1ccccc1)c1cc2ccccc2o1 (stereo not given)	-5%	-5%	6%	.	6%	23%	1%	?	?	-30%	10%
CCC(=O)NC(=S)Nc1ccc(S(=O)(=O)NC(C)=O)cc1	-23%	0%	0%	15%	2%	-3%	-5%	-1%	3%	-9%	-4%
CCCOc1ccc(N2CC(C(=O)Nc3ccc4c(c3)OCO4)CC2=O)cc1 (stereo not given)	-14%	-3%	-2%	-6%	6%	-8%	-10%	-1%	0%	-39%	-3%
Cn1cc(Br)c(-c2cccc(NC(=O)CC(C)(C)CC(=O)O)c2)n1	0%	2%	0%	-3%	0%	-16%	2%	-3%	6%	10%	-1%
CN(C(=O)COC(=O)c1ccc(Cl)cc1N)C1CCS(=O)(=O)C1 (stereo not given)	6%	7%	-2%	-1%	0%	0%	-1%	-5%	3%	10%	2%
COc1ccc(/C=N/NC(=O)CC#N)cc1Oc1nc(Cl)ncc1F	-9%	9%	0%	-2%	10%	-6%	1%	19%	2%	24%	2%
Cc1cc(C(=O)CSc2ncnc3ccccc23)c(C)n1C1CC1	-12%	5%	?	.	0%	.	15%	.	?	.	-6%
CN(Cc1ccccc1)C(=O)c1ccccc1NC(=O)C1CC1	-1%	0%	8%	-5%	1%	-4%	-6%	2%	0%	0%	-1%
COC(=O)c1cc(Oc2ccc(C(=O)OC)cc2N)cc(C(=O)OC)c1	2%	1%	-9%	-4%	3%	-1%	-1%	2%	0%	3%	-5%
CC(=O)N1CCCc2cc(S(=O)(=O)N3CCCC(C(=O)Nc4cccc(C)c4)C3)ccc21 (stereo not given)	-13%	-16%	0%	3%	-2%	3%	2%	-3%	-1%	14%	-10%
CCn1nc(C)cc1C(=O)N1CCCC(C(=O)c2ccc3ccccc3c2)C1 (stereo not given)	-15%	9%	-5%	1%	-7%	3%	-2%	-2%	5%	?	-5%
CCc1cccc2c1NC(=O)C21OCCO1	5%	4%	1%	-2%	0%	1%	5%	18%	0%	3%	0%
O=C(CSc1nnc(-c2ccco2)n1-c1ccccc1)NCc1ccco1	-1%	-2%	-7%	1%	1%	-5%	1%	-5%	0%	34%	-2%
Cc1nc(CN2CCN(C(=O)c3ccc(Br)cc3)CC2)cs1	3%	-4%	3%	-8%	2%	5%	-1%	-7%	3%	-4%	5%
Cc1[nH]c2ccccc2c1SCc1ccccc1	-29%	0%	-1%	-7%	-3%	-8%	0%	-4%	-16%	27%	1%
O=C(CSc1nc(-c2ccccc2)nc2c1Cc1ccccc1O2)Nc1ccc(C(=O)O)cc1	37%	0%	7%	-3%	0%	-4%	4%	?	7.6µM*	4%	7%
Cn1c(=O)n(C)c2cc([N+](=O)[O-])c(N3CCN(C(=O)c4ccc(F)cc4)CC3)cc21	-32%	-24%	2%	?	-6%	-3%	-9%	-11%	-2%	20%	-16%
O=C(Oc1cc(Cl)ccc1Cl)c1ccc(N2CCOCC2)c([N+](=O)[O-])c1	-14%	0%	-14%	?	0%	?	-1%	15%	2%	-15%	-4%
CC(=O)C1=C(C)NC(C)=C(C(C)=O)C1c1ccc(-c2ccccc2Cl)o1	-35%	1%	7%	0%	4%	1%	2%	-6%	-1%	-28%	-2%
N#C/C(=C/c1cccnc1)c1ccccc1	45%	-4%	?	?	4%	5%	4%	-1%	-16%	-33%	3%
CC(O)Cn1ccccc1=N (stereo not given)	-13%	3%	-1%	1%	3%	4%	1%	7%	-1%	?	-4%
